# Screens as filed in PubChem.
# DNA FID counter: compounds displacing fluorescent DNA intercalator, primary screen, artefact control for HCV NS3 helicase inhibitor project, biochemical, FID fluorescence; inhibition, % at 7.9 µM; 290,000 compounds, 0.17% hits; DNA fluorescent intercalator displacement; AID 1845, 2009; in the data active = inhibition above about 37%;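 note: 0% = vehicle and 100% = reference compound; higher means more ethidium bromide displaced from hairpin DNA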
# OXTR agonist: human OXTR agonists, primary screen, fluorescence, CHO-OTR cells, Fluo-8 calcium; 320,000 compounds, 0.32% hits; Fluo-8 calcium fluorescence; normalized: DMSO 0%, oxytocin 100%; activation, % at 3 µM; Oxytocin receptor (Homo sapiens), P30559; AID 2435, 2010;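 active = activation above the mean of all tested compounds plus 3 SD, cutoff set per screening run, cut at about 20% in these data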;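 note: peak over basal fluorescence ratio from a 100 s FLIPR kinetic read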
# GPR7 antag: GPR7 receptor antagonists, primary screen, cell-based, fluorescence, single concentration; Neuropeptides B/W receptor type 1 (Homo sapiens), P48145; GPR7-expressing cells, fluorescence antagonist assay; inhibition, % at 4.4 µM; 290,000 compounds, 1.1% hits; AID 1861, 2009; in the data active = inhibition above about 16%, passing the limit was not always enough;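 note: cells stimulated with the agonist NPW; 0% = agonist with vehicle and 100% = vehicle without agonist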
# Target sequence (P48145 whole entry, looked up): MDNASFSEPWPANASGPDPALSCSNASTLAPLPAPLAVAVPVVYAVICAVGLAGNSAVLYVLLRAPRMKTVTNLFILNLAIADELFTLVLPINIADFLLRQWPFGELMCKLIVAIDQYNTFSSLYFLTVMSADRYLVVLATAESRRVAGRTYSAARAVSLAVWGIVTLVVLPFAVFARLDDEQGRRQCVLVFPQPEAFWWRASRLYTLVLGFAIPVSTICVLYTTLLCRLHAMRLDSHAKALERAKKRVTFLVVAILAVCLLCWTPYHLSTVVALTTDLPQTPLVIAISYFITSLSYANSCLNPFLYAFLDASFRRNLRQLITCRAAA
# GalR3 antag: GalR3 antagonists in HEK293 cells, primary screen, cell-based, fluorescence readout; 360,000 compounds, 0.44% hits; HEK293 GalR3-CNG cAMP membrane potential fluorescence; galR3 body fused to GalR1 C-terminus; inhibition, % at 3 µM; AID 651719, 2012;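 active = inhibition above the screen-wide average plus 3 SD, cut at about 13% in these data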;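 note: forskolin and galanin both at EC90 stimulate the cells; cAMP rise reported by CNG channel membrane potential dye signal; 0% = forskolin plus galanin with DMSO and 100% = forskolin alone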
# Target sequence (O60755 1-299 limits assumed): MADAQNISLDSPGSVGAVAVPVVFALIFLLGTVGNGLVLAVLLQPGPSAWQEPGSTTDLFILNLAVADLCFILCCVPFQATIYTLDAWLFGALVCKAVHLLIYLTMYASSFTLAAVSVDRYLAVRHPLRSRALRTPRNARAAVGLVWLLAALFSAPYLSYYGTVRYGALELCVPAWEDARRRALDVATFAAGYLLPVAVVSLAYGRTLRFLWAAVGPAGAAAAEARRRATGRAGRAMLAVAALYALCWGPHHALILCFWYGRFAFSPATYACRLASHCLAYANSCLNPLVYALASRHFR
# PHOSPHO1 block: PubChem AID 1565 | Phosphoethanolamine/phosphocholine phosphatase (Homo sapiens), Q8TCT1 | 290,000 compounds, 1.1% hits | recombinant PHOSPHO1, absorbance phosphatase assay | inhibition, % at 13.3 µM; in the data active = inhibition above about 60%
# VIM-2 inhibitor: VIM-2 metallo-beta-lactamase inhibitors, primary screen, biochemical, epi-absorbance readout, Pseudomonas aeruginosa enzyme; purified VIM-2, nitrocefin hydrolysis, epi-absorbance fluorescence; inhibition, % at 5.6 µM; 290,000 compounds, 0.89% hits; AID 1527, 2009;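 active = inhibition above the mean of all tested compounds plus 3 SD, cutoff set per screening run, cut at about 7.5% in these data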;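 note: red hydrolysis product quenches plate fluorescence so inhibitors raise well fluorescence; 0% = enzyme with DMSO and 100% = DMSO without enzyme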
# NS3 helicase inh: inhibitors of HCV NS3 helicase, primary screen, biochemical, Cy5 molecular beacon fluorescence; NS3 helicase DNA unwinding; inhibition, % at 10.9 µM; 290,000 compounds, 0.56% hits; AID 1800, 2009;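 active = inhibition above the mean of all tested compounds plus 3 SD, set per campaign, cut at about 35% in these data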;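 note: 0% = DMSO wells and 100% = thioflavine S control wells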
#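 System: NS3 helicase fragment of HCV / Schedule: 1 h at 25 °C / Control set: DMSO alone as 0% and 110 µM thioflavine S as 100% / Reagent: Cy5/quencher beacon DNA duplex and ATP to start / Technique: Cy5 fluorescence / Replication: singlicate / Evaluation: % inhibition of end-to-start signal ratio versus controls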
# IMP-1 inh: IMP-1 metallo-beta-lactamase inhibitors, primary screen, biochemical, epi-absorbance readout, Pseudomonas aeruginosa enzyme; metallo-beta-lactamase IMP-1 (Pseudomonas aeruginosa); purified IMP-1, nitrocefin hydrolysis, epi-absorbance fluorescence; inhibition, % at 5.6 µM; 290,000 compounds, 0.45% hits; AID 1556, 2009;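 active = inhibition above the mean plus 3 SD of all compounds in the same screening run, cut at about 4.5% in these data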;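 note: 0% = IMP-1 with DMSO and 100% = DMSO wells lacking enzyme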
#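 System: Purified recombinant IMP-1 metallo-beta-lactamase enzyme | Measured by: Fluorescence quenching readout, ex 480/em 530 nm | Replication: Singlicate | Incubation: 15 min preincubation plus 25 min reaction at 25 °C | Evaluation: Percent inhibition from optical density relative to buffer-blank wells | Benchmarks: DMSO with and without IMP-1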
# V1R ag counter: agonists of human V1a receptor, primary screen, counter-screen for OXTR agonist project, fluorescence, CHO-V1R cells; Vasopressin V1a receptor (Homo sapiens), P37288; Fluo-8 calcium fluorescence, agonist mode; 0% DMSO, 100% 3 nM vasopressin; activation, % at 3 µM; 320,000 compounds, 0.25% hits;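 active = activation above the mean activation of all tested compounds plus 3 SD, per screening run, cut at about 20% in these data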;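 note: signal is peak over basal fluorescence ratio across a 100 second FLIPR read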
# Target sequence (P37288 whole entry, looked up): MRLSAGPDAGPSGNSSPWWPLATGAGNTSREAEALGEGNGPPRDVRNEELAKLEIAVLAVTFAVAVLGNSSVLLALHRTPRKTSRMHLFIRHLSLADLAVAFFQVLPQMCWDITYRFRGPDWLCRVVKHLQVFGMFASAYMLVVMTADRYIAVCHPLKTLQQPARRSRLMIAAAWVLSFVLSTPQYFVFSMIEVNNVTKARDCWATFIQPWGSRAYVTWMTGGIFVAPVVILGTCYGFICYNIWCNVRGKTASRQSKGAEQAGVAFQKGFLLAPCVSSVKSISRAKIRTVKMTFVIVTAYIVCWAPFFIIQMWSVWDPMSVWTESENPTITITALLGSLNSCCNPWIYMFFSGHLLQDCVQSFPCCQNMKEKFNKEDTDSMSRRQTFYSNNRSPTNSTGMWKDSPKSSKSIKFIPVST
# Numbers without * were called inactive; x = not tested or not shown.
SMILES,DNA FID counter,OXTR agonist,GPR7 antag,GalR3 antag,PHOSPHO1 block,VIM-2 inhibitor,NS3 helicase inh,IMP-1 inh,V1R ag counter
CC(=O)N(Cc1ccc(Br)cc1)c1cccc(C)c1C,-30,-2.9,10,-10,20,-2.0,1,-3.1,-1.5
CSc1ncccc1C(=O)OCc1ccc(Br)cc1,-3,-1.1,-9,-4,36,-2.8,10,-2.5,-0.8
COc1ccc(C)c2sc(NC(=O)c3cccc(N4C(=O)CCC4=O)c3)nc12,-15,0.1,-6,-2,43,-2.3,-8,-1.7,-0.5
COCCCNC(=O)c1ccc(NC(C)=O)cc1,-6,0.4,3,-9,17,-1.9,-14,-2.5,0.7
CCCN1CNC(=S)N(c2ccc(C)cc2C)C1,-1,-0.3,-4,5,24,-0.9,-3,-0.8,5.4
Cc1cc(NC(=O)CSC2=NCCS2)no1,-12,-1.3,-10,0,38,-3.9,-1,-2.6,1.1
CCC1(CC)Cc2ccccc2C(=O)N1,-9,-0.9,-5,1,32,-2.4,6,-3.0,-1.3
O=C(CSCc1c(Cl)cccc1Cl)Nc1ccc2c(c1)OCCO2,-20,-1.2,-2,1,1,-1.4,-14,0.4,2.4
O=C(Nc1cccnc1)c1scc2c1OCCO2,1,-0.2,-10,-4,21,-2.8,0,-2.5,0.2
CCOc1ccc(N2CC(C(=O)Nc3ccc(S(=O)(=O)NCC4CCCO4)cc3)CC2=O)cc1 (stereo unspecified),-44,-0.5,-6,-8,35,-1.4,-2,-1.9,-0.2

# Some of these compounds in order of SMILES length, highest first:
SMILES,DNA FID counter,OXTR agonist,GPR7 antag,GalR3 antag,PHOSPHO1 block,VIM-2 inhibitor,NS3 helicase inh,IMP-1 inh,V1R ag counter
CCOc1ccc(N2CC(C(=O)Nc3ccc(S(=O)(=O)NCC4CCCO4)cc3)CC2=O)cc1 (stereo unspecified),-44,-0.5,-6,-8,35,-1.4,-2,-1.9,-0.2
O=C(CSCc1c(Cl)cccc1Cl)Nc1ccc2c(c1)OCCO2,-20,-1.2,-2,1,1,-1.4,-14,0.4,2.4
COCCCNC(=O)c1ccc(NC(C)=O)cc1,-6,0.4,3,-9,17,-1.9,-14,-2.5,0.7
O=C(Nc1cccnc1)c1scc2c1OCCO2,1,-0.2,-10,-4,21,-2.8,0,-2.5,0.2
Cc1cc(NC(=O)CSC2=NCCS2)no1,-12,-1.3,-10,0,38,-3.9,-1,-2.6,1.1
CCC1(CC)Cc2ccccc2C(=O)N1,-9,-0.9,-5,1,32,-2.4,6,-3.0,-1.3

# 2 of the compounds above, with each value named.
CCC1(CC)Cc2ccccc2C(=O)N1
  DNA FID counter = -9 | OXTR agonist = -0.9 | GPR7 antag = -5 | GalR3 antag = 1 | PHOSPHO1 block = 32 | VIM-2 inhibitor = -2.4 | NS3 helicase inh = 6 | IMP-1 inh = -3.0 | V1R ag counter = -1.3

COc1ccc(C)c2sc(NC(=O)c3cccc(N4C(=O)CCC4=O)c3)nc12
  DNA FID counter = -15 | OXTR agonist = 0.1 | GPR7 antag = -6 | GalR3 antag = -2 | PHOSPHO1 block = 43 | VIM-2 inhibitor = -2.3 | NS3 helicase inh = -8 | IMP-1 inh = -1.7 | V1R ag counter = -0.5

# (list continues)
SMILES,DNA FID counter,OXTR agonist,GPR7 antag,GalR3 antag,PHOSPHO1 block,VIM-2 inhibitor,NS3 helicase inh,IMP-1 inh,V1R ag counter
COc1cc(OC)cc(C(=O)NCC(=O)OCC(=O)c2cc(C)n(Cc3ccco3)c2C)c1,-20,0.7,-11,-2,-9,-1.9,16,0.0,3.4
CCOCCCNC(=O)c1ccc2c(=O)n(CCCOCC)c(=S)[nH]c2c1,-24,2.4,-1,-3,2,-3.1,2,-2.2,1.5
CCOc1ccccc1C(=O)Nc1ccc(NC(=O)c2ccccc2)cc1,-13,0.4,-8,-11,30,-2.7,11,-2.1,1.0
COc1ccc(N2CCN(C(=O)Cc3ccc(-n4c(=O)[nH]c5ccccc5c4=O)cc3)CC2)cc1,-33,1.3,-3,-1,-16,1.0,-4,-4.7,1.0
c1ccc(CNC2=NCCCCC2)cc1,0,-0.2,-7,-7,10,0.1,7,-2.5,-0.1
O=C(NC1CCCCCC1)C(=S)N1CCOCC1,2,0.4,2,-3,-52,-0.5,-6,-3.0,0.3
CCOC(=O)N1CCC(NC(=O)CSCc2cnn(-c3ccccc3)c2-n2cccc2)CC1,-42,-1.8,0,-5,26,-1.3,1,-2.0,1.5
Cc1cc(C)nc(Nc2n[nH]c(-c3ccccc3Br)n2)n1,-2,0.6,-10,-1,-59,-3.0,4,-4.3,3.0
O=C1/C(=C/c2cccnc2)CC/C1=C\c1cccnc1,-15,0.5,-11,-4,-24,-0.9,-3,-3.0,-0.2
CCNC(=O)CC1C(=O)N(c2ccc(C)cc2)C(=O)N1CCc1ccc(OC)c(OC)c1 (stereo unspecified),-14,-0.1,-2,-2,15,-2.7,7,-0.9,-1.3
O=C(COC(=O)COc1ccc2ccccc2c1)Nc1cc(C(F)(F)F)ccc1N1CCOCC1,-7,-0.8,-6,-2,3,-5.6,7,-5.0,0.7
Cc1cc(C)c2c(=O)[nH]c(SCC(=O)NCc3ccccc3)nc2n1,-7,0.1,3,-5,16,0.5,-3,-2.9,-0.6
COc1cccc2[nH]c3c(=O)n(CCN(C)C)cnc3c12,x,-0.3,x,-3,3,x,x,x,0.1
O=C(Cn1c(CN2CCCCC2)nc2ccccc2c1=O)NC1CCCCC1,-1,0.0,-3,-4,-1,-2.3,12,-4.1,-0.4
O=C(Oc1ccc(Br)cc1C(=S)N1CCOCC1)c1ccc([N+](=O)[O-])cc1[N+](=O)[O-],3,-1.1,15,-8,48,0.3,-11,-1.9,-0.1
CC(=O)Nc1ccc(NC2(C)C(=O)c3ccccc3C2=O)cc1,3,-0.3,1,3,10,-1.6,1,0.6,0.4
CCC(C)Sc1nc2c(cnn2-c2ccc(C)c(C)c2)c(=O)[nH]1 (stereo unspecified),2,0.4,14,0,2,0.2,-5,-0.8,0.2
Cc1cccc(NC(=O)CSc2cccc3cccnc23)c1C,-18,0.4,-11,-7,8,-0.3,6,-3.0,0.2
O=C(c1ccco1)N1CCN(C(=S)Nc2ccc(F)c(Cl)c2)CC1,-12,1.9,-8,-5,33,-1.6,4,-4.7,5.2
OCCNNC(=S)NC1CC2C=CC1C2 (stereo unspecified),-4,-1.4,-8,-3,38,-1.3,11,-0.3,-1.2
COc1cccc(/C=N/NC(=O)c2cccc3ccccc23)c1,-21,x,-7,0,6,-4.5,5,-4.1,x
COc1cc(C)ccc1OCc1cc(C(=O)N(Cc2c(C)nn(C)c2C)C2CC2)no1,-43,3.9,-7,-8,45,-1.6,-2,-4.6,4.3
CCN(CC)S(=O)(=O)c1cccc2cccnc12,-4,0.6,4,-2,-11,-2.1,-6,-1.0,0.3
CCOc1ccccc1CNC(=O)Cn1nc(C)c2c(C)n(-c3ccc(C)cc3)nc2c1=O,-32,-0.5,17,x,36,-6.2,-2,4.2,9.3
Cc1nc(-c2ccc(NC(=O)C3CC3)cc2)cs1,-5,0.6,-8,-8,18,-0.7,4,-2.0,0.7
O=C(CN1C(=O)C2CCCCC2C1=O)OCC(=O)c1ccc(Cl)s1 (stereo unspecified),-12,0.5,-4,-4,28,-3.2,-6,-4.1,0.4
COc1ccc(Nc2nc(N3CCCCC3)nc(N3CCCCC3)n2)c(OC)c1,x,0.5,x,-4,1,x,x,x,1.2
COc1ccc(CCN(C)C2CCCN(S(=O)(=O)c3ccc(C)cc3)C2)cc1OC (stereo unspecified),3,0.0,-12,-3,39,-0.2,-7,-0.3,0.7
O=S(=O)(NCCC(c1ccc(F)cc1)c1ccco1)c1ccccc1 (stereo unspecified),-12,-2.4,-6,-2,5,3.0,-3,-2.1,-1.8
COCCCNC(=O)c1c[nH]c2ccc(S(=O)(=O)N3CCC(C)CC3)cc2c1=O,0,0.1,-5,-1,-19,-2.6,-5,-3.0,0.3
O=C(OCCN1CCOCC1)c1cccs1,3,0.6,-7,1,1,-3.5,-6,-4.0,-0.8
CCn1c(=NC(=O)CSC(C)=O)sc2cc(F)ccc21,-17,-2.2,2,4,12,-1.4,10,1.5,-0.5
O=C(O)c1ccccc1-n1cccc1C(=O)O,-2,0.1,-1,-3,38,0.7,0,1.9,-1.0
Cc1ccc(CNC(=O)c2ccc(N(C)S(=O)(=O)c3ccccc3)cc2)cc1,-27,0.5,-2,-9,19,-0.6,3,0.4,5.0
CC(C)COC(=O)N1CCCC1C(=O)Nc1nccs1 (stereo unspecified),1,0.2,-2,-4,-48,-0.8,5,-1.7,0.5
COc1ccc(C(=O)COC(=O)CN2C(=O)C3C4CCC(C4)C3C2=O)cc1 (stereo unspecified),-23,4.0,-9,-9,23,0.4,-6,-1.5,2.7
O=C(NCc1ccccc1)c1ccc(C(=O)N(C2CCCCC2)C2CCCCC2)cc1,-6,-1.7,5,-4,-6,-2.0,4,-1.3,-1.7
COc1ccccc1/C=C/c1nc(S(=O)(=O)c2ccccc2)c(N2CCC(C(N)=O)CC2)o1,-18,0.6,-25,3,22,-0.3,-15,-2.3,1.5
CC1(c2cccc3ccccc23)NC(=O)N(CC(=O)NC2CCS(=O)(=O)C2)C1=O (stereo unspecified),1,-0.6,3,-2,6,-4.6,0,-3.3,0.8
CSCC[C@H](NC(=O)[C@H]1CC[C@H](CNC(=O)[C@@H]2CCCN2)CC1)C(=O)O,-1,-0.3,1,-5,14,-1.4,1,1.0,0.6
CCn1cc(C(=O)NC2CCCCCC2)c(=O)c2ccc(C)nc21,-22,-1.1,8,-11,8,2.8,-2,-0.1,1.1
Cc1ccc(NC(=S)Nc2ccc(Br)cc2)cc1,-1,6.8,6,-4,37,-7.9,3,0.0,3.2
CC1=CC(C)(C)N2C(=O)C3(C(C#N)=C(N)OC4=C3C(=O)CC(C)(C)C4)c3cc(C)cc1c32 (stereo unspecified),-37,5.2,11,-1,-9,-2.1,-1,0.5,9.0
CSc1cccc(NC(=S)N(CCC(C)C)C2CCN(C(C)=O)CC2)c1,-11,2.2,-9,-3,4,-0.6,1,-2.8,0.4
S=c1[nH]nc(-c2cc(-c3ccsc3)n[nH]2)n1-c1cccc2ccccc12,-30,-1.1,-22,4,-74,-3.7,2,-3.8,-0.8
